D2 antagonist: antagonizes the human D2 dopamine receptor; HEK293 TREx D2 cells, calcium flux, dopamine EC80; inhibition, % at 10 µM; hit rate 2% among 340,000; in the data active = inhibition above about 30%; note: 0% is about no effect
Target sequence (P14416 whole entry, looked up): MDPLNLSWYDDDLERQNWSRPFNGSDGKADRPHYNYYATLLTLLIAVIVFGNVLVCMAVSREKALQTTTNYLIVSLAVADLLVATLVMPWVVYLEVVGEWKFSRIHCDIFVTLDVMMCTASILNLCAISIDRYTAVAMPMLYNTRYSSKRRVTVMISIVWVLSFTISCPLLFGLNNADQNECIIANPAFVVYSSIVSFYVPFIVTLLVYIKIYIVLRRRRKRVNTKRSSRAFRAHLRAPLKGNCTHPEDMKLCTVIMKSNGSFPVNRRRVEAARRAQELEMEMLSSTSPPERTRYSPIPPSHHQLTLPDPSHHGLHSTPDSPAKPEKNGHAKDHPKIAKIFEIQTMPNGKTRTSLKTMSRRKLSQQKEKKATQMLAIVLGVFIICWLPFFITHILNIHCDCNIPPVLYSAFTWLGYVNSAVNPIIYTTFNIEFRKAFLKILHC
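Inhibition of EC80 dopamine-driven calcium flux, recorded kinetically, defines activity here; cells are a tetracycline-induced HEK293 T-REx line expressing force-coupled D2.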
D1 antag: blocks dopamine activation of the human D1 receptor. P21728. HEK293 TREx D1 cells, calcium flux, dopamine EC80; stronger effect = lower value. activity change, negative = inhibition, % at 10 µM. hit rate 3.2% among 360,000. AID 504652; in the data active = activity change below about -30%; note: % is set by controls: 0 for no effect and ±100 for the full control effect
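Cells carrying a force-coupled, tetracycline-inducible human D1 receptor report calcium flux. Each well gets a 10 s baseline, compound with 180 s monitoring, then an EC80 dopamine stimulus with a second 180 s kinetic read.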
D2 PAM: positively modulates the human D2 dopamine receptor allosterically. HEK293 T-REx D2, calcium flux, EC20 dopamine potentiation. hit rate 0.34% among 340,000. potentiation, % at 10 µM. AID 485347;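 active = potentiation over 3 SD above the plate norm, cut at about 30% in these data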; note: 0% is about no effect
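Using a no-wash calcium dye in inducible, force-coupled HEK293 Trex cells expressing D2, we tracked fluorescence each second for 180 s after compound, then for 180 s after EC20 dopamine to detect augmented signalling.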
D1 PAM: potentiators of human D1 dopamine receptor; P21728; HEK293 TREx D1 cells, calcium flux, dopamine EC20 potentiation; potentiation, % at 10 µM; hit rate 0.036% among 360,000; AID 504651; in the data active = potentiation above about 30%; note: 0% is about no effect
TRHR PAM: allosteric enhancers of human TRH receptor; TRHR cells, fluo-8 calcium fluorescence, EC20 TRH enhancement; enhancement, % at 2 µM; hit rate 0.66% among 360,000; AID 493056; in the data active = enhancement above about 30%; note: 0% is about no effect
Target sequence (P34981 whole entry, looked up): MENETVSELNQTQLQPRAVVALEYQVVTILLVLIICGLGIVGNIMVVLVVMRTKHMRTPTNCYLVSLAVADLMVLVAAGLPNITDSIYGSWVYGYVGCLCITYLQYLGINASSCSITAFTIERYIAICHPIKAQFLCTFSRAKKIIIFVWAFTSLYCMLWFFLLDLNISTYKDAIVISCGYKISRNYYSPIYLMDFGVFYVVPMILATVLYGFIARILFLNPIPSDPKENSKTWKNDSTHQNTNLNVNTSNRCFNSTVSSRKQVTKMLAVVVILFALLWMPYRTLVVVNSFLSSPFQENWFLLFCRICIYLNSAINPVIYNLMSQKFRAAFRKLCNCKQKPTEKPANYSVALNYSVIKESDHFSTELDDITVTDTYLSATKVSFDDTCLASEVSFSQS
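TRHR-expressing cells loaded with fluo-8 calcium dye were read kinetically (ex 480/em 530) during compound addition, then stimulated with an EC20 of TRH (10 nM final). Enhancement of the Gq-mediated intracellular calcium response was scored.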
RXFP1 antag: RXFP1 (human) relaxin receptor antagonism; Q9HBX9; HEK293-RXFP1, relaxin-stimulated cAMP HTRF, 30 min; stronger effect = lower value; activity change, negative = inhibition, % at 57.5 µM; hit rate 0.59% among 350,000;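 active = activity change of -60% or lower, but not beyond a set lower limit; inconclusive = change between -60% and -40%, or beyond the set limit; inactive = change above -40%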; note: % is set by controls: 0 for no effect and ±100 for the full control effect
D1 agonist: human D1 receptor agonism; HEK293 T-REx D1 cells, calcium flux, agonist mode; activation, % at 2 µM; hit rate 1% among 360,000; note: 0% is about no effect
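Inducible HEK293 T-REx D1 cells, force-coupled to calcium signalling, were plated at 4000 cells/well with tetracycline and held overnight at 30 C. After no-wash calcium dye loading, compound-evoked calcium rise over 180 s flagged agonists.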
TRHR ag: activates the human TRH receptor. P34981. TRHR cells, calcium flux fluo-8, FDSS agonist mode. hit rate 0.18% among 360,000. AID 493084. activation, % at 2 µM; note: 0% is about no effect
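Fluo-8-loaded TRHR cells; 10 s baseline, compound added, kinetic Ca2+ fluorescence read 1/s, agonist mode.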
D2 agonist: D2 dopamine receptor (human) agonism | P14416 | HEK293 T-REx D2 cells, calcium flux agonist mode | activation, % at 2 µM | hit rate 0.53% among 340,000;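 active = activation over 3 SD above normal in the single-dose calcium agonist read, cut at about 30% in these data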; note: 0% is about no effect
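Agonism scored from kinetic calcium signal (1 read/sec, 180 s) following compound pin transfer, after a 10 s baseline. Cells: HEK293 Trex line expressing inducible D2 receptor coupled to calcium, dye-loaded after overnight culture at 30 C.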
Numbers without * were called inactive; ? = inconclusive; / = not tested or not shown; & = joins results of further samples. Cut-off read from the data, not from the text of the source, unless noted: active = activation above about 30%; inactive = the rest.

Structure	D2 antagonist	D1 antag	D2 PAM	D1 PAM	TRHR PAM	RXFP1 antag	D1 agonist	TRHR ag	D2 agonist
CCCCCCOc1ccc(/C(C)=N/NC2=NCCN2)cc1	9	26	1	-5	4	-6	39*	0.3	3.0
C[C@H]1CCC(=O)N([C@H](COc2ccccc2)Cc2ccccc2)CC1	-2	1	-9	-5	6	/	0	0.4	-1.4
Cn1c(=O)n(CCc2ccccc2)c(=O)c2c1nc1n2CCN1Cc1ccco1	0	-8	-3	-12	-14	3	1	-1.1	-1.0
CC(NC(=O)c1ccccc1[N+](=O)[O-])C1CC2CCC1C2 (stereo not drawn)	-1	2	1	-5	-6	0	1	-0.2	0.0
CCN1CCN(c2ccc(NC(=O)c3cccc4ncccc34)cc2)CC1	0	1	18	-7	0	-5	4	0.8	0.7
COc1ccc(NC(=O)NCCN2CCN(c3cc(OC)ccc3OC)CC2)cc1	-8	3	-8	1	3	-7	3	-0.7	-0.1
CCn1c(SCC(=O)Nc2cc(C(C)(C)C)nn2-c2ccccc2)nnc1-c1cccs1	-22	5	4	-10	0	?	1	-0.5	-0.8
Cc1ccc(S(=O)(=O)CCc2nc3ccccc3[nH]2)cc1C	8	14	6	-4	-4	-11	2	0.1	1.3
Cc1nc(C(F)(F)F)c(C(=O)NC(=O)Nc2ccccc2)s1	-19	2	15	-1	9	4	7	-1.0	0.0
O=C(NNC(=S)NC(=O)c1cccnc1)c1ccc(Cl)cc1	/	8	/	1	0	20	0	-0.9	/
O=C(CN1C(=O)S/C(=C\c2ccccc2Cl)C1=O)NC1C=CS(=O)(=O)C1 (stereo not drawn)	8	3	1	2	-3	-7	0	-0.3	0.4
CCCCNC(=O)N1CCc2[nH]c3ccccc3c2C1	-7	-8	-3	-3	-2	0	6	0.1	0.6
O=C(CSc1nc(O)cc(=O)n1-c1ccccc1)Nc1ccc(Br)cn1	-4	-9	4	-3	4	?	0	0.4	0.6
COc1ccccc1NS(=O)(=O)c1ccc2c(c1)CCN2C(=O)CCC(=O)O	11	1	-3	8	7	-1	2	-0.4	-1.1
OCCNCCCCOc1ccccc1F	4	20	-12	1	3	0	-2	0.5	-0.4

Full records from above. Order of values: D2 antagonist | D1 antag | D2 PAM | D1 PAM | TRHR PAM | RXFP1 antag | D1 agonist | TRHR ag | D2 agonist
Results for `Cc1nc(C(F)(F)F)c(C(=O)NC(=O)Nc2ccccc2)s1` = -19 | 2 | 15 | -1 | 9 | 4 | 7 | -1.0 | 0.0
Results for `CCN1CCN(c2ccc(NC(=O)c3cccc4ncccc34)cc2)CC1` = 0 | 1 | 18 | -7 | 0 | -5 | 4 | 0.8 | 0.7

Looked up by compound from the list above:
Structure	D2 antagonist	D1 antag	D2 PAM	D1 PAM	TRHR PAM	RXFP1 antag	D1 agonist	TRHR ag	D2 agonist
COc1ccc(NC(=O)NCCN2CCN(c3cc(OC)ccc3OC)CC2)cc1	-8	3	-8	1	3	-7	3	-0.7	-0.1
CCCCCCOc1ccc(/C(C)=N/NC2=NCCN2)cc1	9	26	1	-5	4	-6	39*	0.3	3.0

(list continues)
Structure	D2 antagonist	D1 antag	D2 PAM	D1 PAM	TRHR PAM	RXFP1 antag	D1 agonist	TRHR ag	D2 agonist
Cc1ccc(C(C(=O)NCC2CCCO2)N(Cc2ccccc2)C(=O)c2ccc(-c3ccccc3)[nH]2)o1 (stereo not drawn)	13	12	-4	-4	-3	-23	7	1.9	0.9
Cn1c(/C(C#N)=C2/CCCCCN2)nc2ccccc21	-4	3	-5	1	7	-24	0	-0.7	0.2
O=C(Nc1cccc2ccccc12)/C(Cl)=C/c1ccccc1	-16	-1	6	-2	-1	-8	19	-0.3	-0.3
O=C(NCC(c1ccco1)N1CCN(c2ccccc2)CC1)c1ccc2c(c1)OCO2 (stereo not drawn)	15	-18	0	5	4	-15	0	0.0	13
O=C(c1ccc(-c2ccc([N+](=O)[O-])cc2)o1)N1CCCCCCC1	0	-10	3	-3	-10	-71*	-1	-0.1	-0.5
O=C(c1ccc(N2CCN(C3CC(=O)N(Cc4cccs4)C3=O)CC2)cc1)c1cccnc1 (stereo not drawn)	-14	-28	-3	1	-7	-14	11	-0.3	3.9
COc1ccc(C(=O)NCC(=O)OCc2ccc(Cl)cc2Cl)cc1OC	-21	-9	-3	-3	0	2	1	-0.7	-1.2
CC(C)(C)OC(=O)[C@H](CCCCN)NC(=O)c1nc[nH]c1C(=O)NCCCCCN	/	12	/	-4	-2	/	-1	0.3	/
Cn1ccnc1C(O)c1ccccc1 (stereo not drawn)	6	-15	2	-3	7	8	2	-0.1	0.0
COc1cc(/C=N/NC(=Nc2ccc(C)cc2)c2nc3ccccc3s2)ccc1O	-12	/	6	0	1	-24	4	-0.3	0.1
O=C1CC(c2ccc3c(c2)OCO3)c2cc3c(cc2N1)OCO3 (stereo not drawn)	-22	0	2	0	26	-5	1	-0.3	0.8
O=S(=O)(c1ccc(C2CCCCC2)cc1)N1CCCC1	11	-19	15	0	7	-5	6	-0.1	-0.8
O=C(Cn1cnc2ccccc21)Nc1cccc(S(=O)(=O)N2CCCC2)c1	-10	2	-16	4	5	-2	2	0.9	-1.6
NC(=O)CCC1NC(=S)N(Cc2ccccc2)C1=O (stereo not drawn)	-30	0	-5	-1	0	-15	1	-0.6	0.0
Cc1c(C(=O)N2CCCC2)c(S(=O)(=O)Nc2ccccc2)c(C)n1C	/	-7	/	-8	4	2	-1	-0.2	/

Following part:
Structure	D2 antagonist	D1 antag	D2 PAM	D1 PAM	TRHR PAM	RXFP1 antag	D1 agonist	TRHR ag	D2 agonist
COc1ccc(CN2CCCC(C(=O)N3CCCCC3)C2)cc1 (stereo not drawn)	18	1	-15	-1	-4	0	1	1.8	0.4
O=C(NCC1(c2ccccc2)CCCC1)c1cccc(Br)c1	/	-10	/	-2	-9	-6	8	-0.2	/
Cc1cc(C)n2nc(C(=O)N3CCCC(CNS(=O)(=O)c4cccs4)C3)cc2n1 (stereo not drawn)	6	-3	-1	-5	-6	5	0	-1.3	-0.3
O=C(CN1C(=O)NC(Cc2ccccc2)C1=O)Nc1ccc(OC(F)(F)F)cc1 (stereo not drawn)	-3	8	16	5	11	-6	1	0.4	0.3
COc1cccc(-c2nnc(SCC(=O)Nc3ccc(OC)c(OC)c3)n2N)c1	5	-6	9	5	4	-11	2	-0.2	-0.5
CCN(c1ccccc1)S(=O)(=O)c1c(C)noc1C	-2	1	14	-2	-1	-15	1	-0.2	0.0
Cc1ccc(-n2c(=O)c3c(c4cc(C)ccc4n3C)n(CC(=O)Nc3cc(C)cc(C)c3)c2=O)cc1	/	3	-4	-2	4	-10	1	-1.4	-1.2
CCCCn1cc(S(=O)(=O)c2ccc(C)cc2)c(=O)c2cc(F)c(N3CCCCC3)cc21	/	12	5	1	18	2	71*	-0.8	-1.2
Cn1c(=O)c2c(nc(NCCc3ccccc3)n2CC(=O)NCCc2ccccc2)n(C)c1=O	-8	-13	-8	-8	-10	5	0	-1.8	0.3
CCCN(C(=O)COc1ccc(C(C)=O)cc1OC)C1CCS(=O)(=O)C1 (stereo not drawn)	-9	1	11	-3	-12	-4	3	0.6	-1.5
Cc1cccc(C(=O)Nc2nnc(S(=O)(=O)N3CCC(C)CC3)s2)c1	-1	-5&8	-3&-5	-3&-3	3&19	-14&-19	4&2	0.7&0.2	1.4&-0.6
O=C(O)c1[nH]nc2c1COc1ccccc1-2	-21	-6	/	1	0	4	-1	2.1	1.8
COc1ccccc1N(Cc1ccccc1)S(=O)(=O)c1cccc(C(=O)Nc2ccc(C)cn2)c1	3	4	0	-1	-2	-4	8	1.1	1.5
O=C(CCC1N=C2c3ccccc3N=C(SCc3ccc(Cl)cc3)N2C1=O)NC1CCCCC1 (stereo not drawn)	/	15	11	3	-2	-3	4	0.1	-0.3
Nc1cc(S(=O)(=O)c2ccc(O)c(N)c2)ccc1O	-12	4	-3	0	-16	5	1	-0.1	-1.1

(list continues)
Structure	D2 antagonist	D1 antag	D2 PAM	D1 PAM	TRHR PAM	RXFP1 antag	D1 agonist	TRHR ag	D2 agonist
COC(OC)c1ccnc(-c2ccc(OC(=O)c3ccccc3)cc2)n1	7	-18	6	-6	-1	-27	8	0.6	0.2
O=C(NNC(=S)Nc1ccccc1)c1ccc(O)cc1	-19	2	7	5	4	12	1	0.4	-0.6
O=c1[nH]ncc(N/N=C\c2cccs2)c1Cl	/	-2	4	-2	-6	-2	2	-0.6	/
COc1ccc(NC(=O)Nc2ccccc2F)c([N+](=O)[O-])c1	4	-8	7	0	0	-2	1	-0.6	-1.0
Nc1nonc1-c1noc(-c2ccccc2Br)n1	11	11	-5	0	0	-4	-4	-1.8	-0.3
CN(C)CC(=O)Nc1ccc2cn[nH]c2c1	-11	6	-8	-7	-3	4	0	1.3	0.4
Fc1ccc(-n2nnc(-c3ccccc3Br)n2)cc1	-15	-14	8	-11	1	-1	3	-0.8	0.3
CC(=O)N/C(=C\c1ccccc1)C(=O)Nc1ccc(O)cc1	4	10	7	1	0	-19	1	-0.3	-0.1
O=C(CCSCc1ccccc1Cl)NCCc1ccccc1	/	-2	-15	0	-10	-5	-2	-1.1	1.1
CC(=O)c1ccc(OCC(=O)NC(=O)NC2CCCCC2)cc1	2	0	2	-11	-5	-14	20	-1.0	-0.4
COc1ccc(-c2noc(CCC(=O)Nc3nc4ccccc4s3)n2)cc1	-9	-15	-8	4	4	-4	0	1.1	1.0
CCCOc1ccc2ccccc2c1/C=N/n1cnnc1	3	2	8	6	8	-18	1	-0.1	-0.5
Cc1ccccc1CN1C(=O)CSc2ccc(C(=O)N3CCOCC3)cc21	12	-6	-2	-1	10	-9	-3	1.2	-0.7
CCc1cccc2sc(N3CCN(C(=O)c4cc5ccccc5cc4OC)CC3)nc12	/	/	17	1	7	7	3	0.5	-0.1
O=C1[C@@H]2C(c3ccccc3Cl)=NO[C@@H]2C(=O)N1Cc1ccccc1	-3	7	-6	-2	1	3	3	0.2	0.5

Next section:
Structure	D2 antagonist	D1 antag	D2 PAM	D1 PAM	TRHR PAM	RXFP1 antag	D1 agonist	TRHR ag	D2 agonist
Nc1c(C(=O)c2ccccc2)sc(Nc2ccccc2)c1S(=O)(=O)c1ccccc1	8	-4	-7	-1	-7	-14	5	0.5	-0.5
NCCCCCc1nnc(SCc2ccc(F)cc2)o1	/	3	-7	-5	0	/	0	1.4	-0.2
CCCN(CCC)CCN1C(=O)C2C(C(=O)Nc3ccc(C)cc3)C3C=CC2(O3)C1C(=O)NC1CCCCC1 (stereo not drawn)	7	-3	-16	-5	-1	2	5	0.1	1.4
CN(CCOc1ccccc1)C(=O)c1ccc2c(=O)n3c(nc2c1)CCC3	-2	-13	13	-4	8	-7	17	-0.2	0.0
Cc1ccc(Nc2nnc(-c3ccc(C)c(S(N)(=O)=O)c3)c3ccccc23)cc1	/	-2	13	-2	6	/	0	-0.5	0.0
Cc1ccc(C)n1-c1ccc(C(=O)NCc2ccncc2)cc1	11	8	5	-5	31*	4	5	2.0	2.4
CN(C)c1ccc(C(CNC(=O)Cc2ccc(Cl)cc2)N2CCOCC2)cc1 (stereo not drawn)	/	-5	0	1	-1	-11	0	0.6	0.6
CCOc1ccc2[nH]c(=O)c(CN(CCc3ccccc3)C(=O)c3cnccn3)cc2c1	-29	-13	-14	-3	-2	7	1	-0.6	0.2
O=C(CN1CCC2(CC1)OCCO2)c1c[nH]c2ccccc12	14	-4	-12	-5	-3	-15	2	0.4	1.3
